From PubChem BioAssay
TrxR1 substrate: substrates of rat thioredoxin reductase 1. O89049. purified TrxR1 substrate turnover, NADPH consumption readout. Potency, µM (highest dose often 114 µM), without a hit: at the highest dose activity change, negative = substrate turnover. 390,000 compounds, 0.01% hits. AID 588456; further: potency means the concentration at half of the fitted maximal effect; on the % scale 0 is the no-effect control and ±100 the full control effect; nearly all actives have a fitted effect of over 50% in size
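Rat TrxR1, dispensed at 90 nM, was prereduced with 400 uM NADPH (final) for 5 min at ~22 deg C, then incubated with compound 15 min before 400 uM selenite. A first-read NADPH fluorescence drop versus no-compound background flagged substrates.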
TRHR ag: activates the human TRH receptor | activation, % at 2 µM | TRHR cells, calcium flux fluo-8, FDSS agonist mode | P34981 | AID 493084 | 360,000 compounds, 0.18% hits; in the data active means activation above about 30%; further: 0% is about no effect
Target sequence (P34981 whole entry, looked up): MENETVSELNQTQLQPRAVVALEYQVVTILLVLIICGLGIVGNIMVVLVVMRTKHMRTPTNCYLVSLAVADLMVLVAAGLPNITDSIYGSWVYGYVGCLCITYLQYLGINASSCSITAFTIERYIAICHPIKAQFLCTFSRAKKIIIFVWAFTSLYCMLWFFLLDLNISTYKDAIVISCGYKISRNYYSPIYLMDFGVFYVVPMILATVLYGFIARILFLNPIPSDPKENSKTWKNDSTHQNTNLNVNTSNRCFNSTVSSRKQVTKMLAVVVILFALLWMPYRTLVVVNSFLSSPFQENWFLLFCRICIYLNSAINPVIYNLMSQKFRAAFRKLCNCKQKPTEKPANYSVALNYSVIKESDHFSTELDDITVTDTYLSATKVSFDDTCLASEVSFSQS
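TRHR-expressing cells loaded with fluo-8 calcium dye; 23 nL library compound pin-transferred, kinetic FDSS fluorescence (Ex 480/Em 530) recorded about 180 s for agonist-induced calcium release, before a 10 nM TRH EC20 addition for potentiator mode.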
TRHR enhancer: TRH receptor (human) allosteric enhancement. TRHR cells, fluo-8 calcium fluorescence, EC20 TRH enhancement. 360,000 compounds, 0.66% hits. enhancement, % at 2 µM. P34981; in the data active means enhancement above about 30%; further: 0% is about no effect
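Enhancer read-out: after compound pinning and an initial kinetic agonist-mode read, an EC20 of TRH (10 nM final) was injected and fluo-8 calcium signal (Ex 480/Em 530) followed at 1 s/cycle for 100 cycles in TRHR-expressing cells.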
D2 antagonist: antagonizes the human D2 dopamine receptor; AID 485344; HEK293 TREx D2 cells, calcium flux, dopamine EC80; inhibition, % at 10 µM; P14416; 340,000 compounds, 2% hits; in the data active means inhibition above about 30%; further: 0% is about no effect
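Tetracycline-induced HEK293 TREx cells expressing D2 receptor forced-coupled to calcium signalling, loaded with no-wash calcium dye. Compounds added and calcium flux read 180 s, then dopamine added at EC80 and read a further 180 s.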
USP1 inh: blocks the human USP1/UAF1 deubiquitinase complex; Potency, µM (titrated, usually from 57.1 µM), inactives show top-dose activity change, negative = inhibition, most hits filed as inhibitors; 390,000 compounds, 0.23% hits; recombinant USP1/UAF1, Ub-Rhodamine cleavage fluorescence; AID 743255; further: potency means the concentration at half of the fitted maximal effect; on the % scale 0 is the no-effect control and ±100 the full control effect; nearly all actives have a fitted effect of over 60% in size; inactives centre near -12
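1 nM enzyme complex + cpd, 15 min RT; start with Ub-Rho 150nM final; kinetic fluorescence ex 480/em 540, 6 reads q60 s. Buffer 50mM HEPES pH 7.8, 0.5mM EDTA, 0.1 mg/ml BSA, 1mM TCEP, 0.01% Tween-20.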
D2 ag: agonists of human D2 dopamine receptor; P14416; HEK293 T-REx D2 cells, calcium flux agonist mode; activation, % at 2 µM; 340,000 compounds, 0.53% hits; AID 485358;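 active means activation over 3 SD above normal in the single-dose calcium agonist read, cut at about 30% in these data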; further: 0% is about no effect
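Tetracycline-induced HEK293 T-REx cells with force-coupled D2 receptor, plated overnight at 30 C, loaded with no-wash calcium dye. After a 10 s baseline, compound was pin-added and calcium flux read kinetically for 180 s; calcium rises flagged agonists.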
PI4K2A inh: blocks human PI4K2A kinase activity; activity change, negative = inhibition, % at 76.9 µM; purified PI4K2A, ADP-Glo luminescence, 1 h; stronger effect = lower value; 420,000 compounds, 0.13% hits; AID 1346378; Q9BTU6; in the data active means activity change below about -50%; inconclusive means mostly about -30% to -49%;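 further: -100% = wells without enzyme as full effect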
Target sequence (Q9BTU6 whole entry, looked up): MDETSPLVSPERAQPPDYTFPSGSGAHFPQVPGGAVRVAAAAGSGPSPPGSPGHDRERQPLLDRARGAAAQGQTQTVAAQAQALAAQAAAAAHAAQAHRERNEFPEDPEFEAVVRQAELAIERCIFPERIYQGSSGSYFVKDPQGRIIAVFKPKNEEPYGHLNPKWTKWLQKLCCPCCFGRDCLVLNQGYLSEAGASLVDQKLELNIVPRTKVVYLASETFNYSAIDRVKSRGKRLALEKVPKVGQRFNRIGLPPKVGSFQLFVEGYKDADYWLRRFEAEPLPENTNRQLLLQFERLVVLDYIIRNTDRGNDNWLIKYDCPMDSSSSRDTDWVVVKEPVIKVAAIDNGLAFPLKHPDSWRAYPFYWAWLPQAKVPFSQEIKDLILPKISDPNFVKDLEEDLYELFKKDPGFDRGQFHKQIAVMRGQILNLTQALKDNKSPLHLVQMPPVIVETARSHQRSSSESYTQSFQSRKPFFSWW
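Compounds are screened against recombinant PI4K2A using PI as substrate and ATP, the latter dispensed at 300 microM. Reactions run one hour at ambient temperature before ADP-Glo detection; full inhibition defined by wells lacking enzyme.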
mIDH1 inhibitor: human IDH1 R132H inhibition. O75874. IDH1-R132H enzyme, NADPH consumption, diaphorase/resazurin fluorescence. Potency, µM (titrated, usually from 76.6 µM), without a hit: at the highest dose activity change, negative = inhibition, hits mostly inhibitors. 390,000 compounds, 0.093% hits. AID 602179; further: potency means the concentration at half of the fitted maximal effect; on the % scale 0 is the no-effect control and ±100 the full control effect; nearly all actives have a fitted effect of over 65% in size
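IDH1-R132H (0.5 ug/mL) preincubated 30 min with compound, then NADPH (0.016 mM) and alpha-KG (2 mM) added; 80 min at RT, pH 7.5. Remaining NADPH coupled via diaphorase/resazurin to fluorescence (540/590 nm); concentration-response curves normalized to no-enzyme control.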
rTrxR1 inhibitor: blocks rat thioredoxin reductase 1. Potency, µM (series often up to 114 µM), for the others: at the highest dose activity change, negative = inhibition, hits mostly inhibitors. recombinant rTrxR1, NADPH fluorescence consumption, selenite substrate. O89049. 390,000 compounds, 1% hits. AID 588453; further: potency means the concentration at half of the fitted maximal effect; on the % scale 0 is the no-effect control and ±100 the full control effect; nearly all actives have a fitted effect of over 65% in size
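Rat TrxR1 (90 nM in the dispensed reagent) was pre-reduced with 400 uM NADPH for 5 min at room temperature, then incubated with compound for 15 min. After 400 uM selenite was added, NADPH fluorescence (Ex 340/Em 450 nm) was followed for 8 min.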
The depositor's hits bear a star; ? = inconclusive; . = not tested or not shown; & = joins results of further samples; [ ] = another dose, or the depositor's remark. Unless noted, the call rests on the fitted dose curve; in most records, active means well fitted inhibition curve with a large enough effect; inconclusive means small, poorly fitted or top-dose-only effect; inactive means no such curve, though single readings can be large or run the other way.

#	Compound	TrxR1 substrate	TRHR ag	TRHR enhancer	D2 antagonist	USP1 inh
1	CC(C)CN(CC(C)C)C(=O)Cc1coc2ccc3ccccc3c12	3%	2.3	-6	-4	-27%
2	COc1ccc(Br)cc1/C=N/NC(=O)CN1CCN(Cc2ccccc2)CC1	9%	0.1	-5	6	-9%
3	CC(NC(=O)c1cc(S(=O)(=O)N2CCOCC2)cn1C)c1ccccc1 (stereo not given)	6%[57.1 µM]	0.4	3	12	-8%
4	CC1(C(=O)OCC(=O)Nc2ncc(Cl)cc2Cl)CC1(Cl)Cl (stereo not given)	-11%	0.3	-7	12	-6%
5	C#CCOCCOCCOCCNc1nc(N2CCOCC2)nc(N2CCN(C(=O)CCCCCCCCCCNC(=O)[C@H](CO)n3cc(CCCSC)nn3)CC2)n1	3%	-0.2	-2	-9	?
6	CC(C)(C)C(=O)Nc1cc(S(=O)(=O)N2CCCCC2)ccc1N1CCCCC1	8%[57.1 µM]	-1.0	3	12	-6%
7	Cc1ccc(-n2c(C)cc(/C([O-])=C(/C(=S)Nc3ccc(F)c(Cl)c3)[n+]3ccccc3)c2C)cc1	-9%	-0.3	-4	-3	-15%
8	CCn1c(C(=O)N2CCC(C(=O)NCCc3ccc(C)cc3)CC2)cc2sccc21	0%	0.3	-1	.	-1%
9	COc1ccc(Cl)cc1NC(=O)c1oc(C)nc1C	-4%	0.2	1	0	-15%
10	CCCCN(CC)S(=O)(=O)N1CCC(C(=O)NCCCN2CCOCC2)CC1	-2%	-0.7	-7	-3	-14%
11	N#C/C(C(=O)c1ccccc1)=C1/CCCCCN1	-4%	1.0	-2	5	-2%
12	COc1ccc(C2CCCN2C(=S)Nc2cccc(Cl)c2)cc1OC (stereo not given)	-2%	-0.1	8	.	-9%

#	D2 ag	PI4K2A inh	mIDH1 inhibitor	rTrxR1 inhibitor
1	1.7	4	6%	-7%
2	-1.1	74	6%	30%
3	0.0	-1	-4%	12%[57.1 µM]
4	0.0	-1	4%	-13%
5	-1.9	-6	0%	21%
6	-1.6	-7	8%	25%[57.1 µM]
7	-0.7	-3	2%	-8%
8	.	0	1%	0%
9	0.3	-9	7%	-5%
10	12	-2	5%	-7%
11	-0.3	0	3%	-3%
12	.	-11	-2%	11%

Reformatted in transposed form: 5 of the compounds above
10. CCCCN(CC)S(=O)(=O)N1CCC(C(=O)NCCCN2CCOCC2)CC1
7. Cc1ccc(-n2c(C)cc(/C([O-])=C(/C(=S)Nc3ccc(F)c(Cl)c3)[n+]3ccccc3)c2C)cc1
1. CC(C)CN(CC(C)C)C(=O)Cc1coc2ccc3ccccc3c12
4. CC1(C(=O)OCC(=O)Nc2ncc(Cl)cc2Cl)CC1(Cl)Cl (stereo not given)
3. CC(NC(=O)c1cc(S(=O)(=O)N2CCOCC2)cn1C)c1ccccc1 (stereo not given)
screen / no.,10,7,1,4,3
TrxR1 substrate,-2%,-9%,3%,-11%,6%[57.1 µM]
TRHR ag,-0.7,-0.3,2.3,0.3,0.4
TRHR enhancer,-7,-4,-6,-7,3
D2 antagonist,-3,-3,-4,12,12
USP1 inh,-14%,-15%,-27%,-6%,-8%
D2 ag,12,-0.7,1.7,0.0,0.0
PI4K2A inh,-2,-3,4,-1,-1
mIDH1 inhibitor,5%,2%,6%,4%,-4%
rTrxR1 inhibitor,-7%,-8%,-7%,-13%,12%[57.1 µM]

Later entries:
#	Compound	TrxR1 substrate	TRHR ag	TRHR enhancer	D2 antagonist	USP1 inh
13	CCOC(=O)c1sc2ncn(CC(=O)Nc3cccc(C)c3)c(=O)c2c1C	8%	0.5	2	.	-8%
14	COc1ccccc1CN1CC(C(=O)NCCn2ccc(C)n2)CCC1=O (stereo not given)	1%	0.2	-4	-5	-9%
15	CC1(/[N+]([O-])=C/c2ccc(F)cc2)CCCCC1=O (stereo not given)	1%	0.3	-1	-2	-7%
16	COc1ccc(Br)c(C(=O)NC2CCCC2)c1	-4%[11.4 µM]	-0.4	3	-1	-14%
17	COc1ccccc1C(=O)N1N=C(c2ccc(NS(C)(=O)=O)cc2)CC1c1cccs1 (stereo not given)	-14%	-0.7	34*	-6	0%
18	CC(=O)Nc1ccccc1OCC(=O)NC(C)c1ccc(F)cc1 (stereo not given)	0%	0.7	14	-3	-11%
19	CN1C(=O)C(CC(=O)Nc2ccccc2)S/C1=N/c1nccs1 (stereo not given)	5%	-2.2	-9	.	-29%
20	COc1ccc(S(=O)(=O)NNC(=O)c2ccccc2-n2cccc2)cc1	8%[57.1 µM]	0.3	-3	2	0%
21	C=CCn1c(SCC(=O)c2ccc(O)c(O)c2)nnc1-c1cccc(OC)c1	-10%[57.1 µM]	-0.3	-4	2	-29%
22	COc1cccc(NC(=O)CN2C=NS(=O)(=O)c3ccccc32)c1	-5%[57.1 µM]	0.1	-5	.	-4%
23	Cc1ccc(-c2nc(CCNC(=O)C(=O)Nc3c(C)cccc3C)cs2)cc1	2%[57.1 µM]	-0.6	4	.	-6%
24	O=C(CNC(=O)c1ccco1)OCC(=O)c1ccccc1	-3%	0.8	15	12	-19%

#	D2 ag	PI4K2A inh	mIDH1 inhibitor	rTrxR1 inhibitor
13	-0.3	-7	25%	8%
14	2.2	2	-8%	1%
15	1.2	0	14%	9%
16	2.1	8	0%	3%[11.4 µM]
17	-1.8	-1	-16%	-16%
18	0.4	-1	-1%	2%[57.1 µM]
19	.	-2	12%	10%
20	-0.4	5	-1%	23%[57.1 µM]
21	41*	-4	2%	1%[57.1 µM]
22	.	0	22%	9%[57.1 µM]
23	0.1	-2	17%	9%[57.1 µM]
24	-3.3	6	-5%	-6%

Later entries.
#	Compound	TrxR1 substrate	TRHR ag	TRHR enhancer	D2 antagonist	USP1 inh
25	CC(C)Oc1ccc(OCCNC2CCCC2)cc1	-2%	0.7	-2	-9	-1%
26	CCC(=O)N1CCc2cc(S(=O)(=O)CCC(=O)N(C)c3ccc(OC)cc3OC)ccc21	-1%	-0.3	7	10	-11%
27	O=C(O)C(C(O)c1ccccc1)[n+]1ccccc1 (stereo not given)	-2%[57.1 µM]	-0.4	-1	24	-23%
28	O=C(NCc1ccccc1)c1cccc(S(=O)(=O)N2CCCCC2)c1	9%	-0.9	0	3	-27%
29	CC(=O)N1CCSc2ccc(S(=O)(=O)NCCc3ccc(C)cc3)cc21	3%	0.1	-1	-17	-9%
30	Cc1nn(-c2ccccc2)c2c1C(c1ccco1)C(C#N)=C(N)O2 (stereo not given)	-11%	0.1	4	-15	-5%
31	CC(C)(C)NC(=O)NC(=O)COC(=O)c1nc(-c2ccccc2)n(-c2cccc(C(F)(F)F)c2)n1	-9%	0.4	5	-1	-18%
32	CC(=O)Nc1ccccc1C(=O)C(=O)Nc1ccc(C(=O)N2CCOCC2)cc1	8%[57.1 µM]	0.4	2	-3	-7%
33	C=CCn1c(SCC(=O)c2ccccc2)nnc1-c1cc2ccccc2o1	6%[57.1 µM]	0.0	2	8	-7%
34	O=C(c1nc2ccccn2c1CN1CCCC(c2nc3ccccc3o2)C1)N1CCCC1 (stereo not given)	0%	-1.8	-9	5	-22%
35	Cc1ccnc(NCc2c(O)ccc3ccccc23)c1	-7%	0.3	-4	-21	2%
36	CCC(=O)N1CCc2cc(Br)cc(S(=O)(=O)N(C)c3ccc(OC)cc3OC)c21	-4%[57.1 µM]	-1.0	-2	-14	-19%

#	D2 ag	PI4K2A inh	mIDH1 inhibitor	rTrxR1 inhibitor
25	0.4	6	-1%	13%
26	0.1	5	0%	22%
27	0.3	-5	6%	18%[57.1 µM]
28	-1.2	2	0%	20%
29	0.7	-4	-9%	10%
30	0.2	-11	3%	?
31	-0.6	-3	-5%	-1%
32	2.6	3	12%	21%[57.1 µM]
33	-1.1	3	8%	-17%
34	-0.2	2	6%	-10%
35	0.8	2	4%	?
36	-1.1	0	-3%	-2%[57.1 µM]

Next compounds:
#	Compound	TrxR1 substrate	TRHR ag	TRHR enhancer	D2 antagonist	USP1 inh
37	C=CCN(c1ccc(F)cc1)S(=O)(=O)c1cc(C(=O)OCC(=O)N(C)C2CCS(=O)(=O)C2)ccc1Cl (stereo not given)	-4%	0.2	13	4	-6%
38	C=CS(=O)(=O)N(Cc1ccccc1Br)[C@H](CO)CC(C)C	5%&-9%	.	.	.	-18%
39	Cc1ncc(/C=C2\C(=O)Nc3ccccc32)[nH]1	-3%[57.1 µM]	0.2	14	-6	-3%
40	Cn1c(SCC(=O)c2ccc(O)c(O)c2)nnc1-c1ccccc1	2%	-1.3	10	6	-17%
41	CCOC(=O)c1c(NC(C)=O)c2c3c(sc2n1Cc1nc(-c2cccc(Cl)c2)oc1C)CCCC3	3%	-0.2	14	.	-16%
42	O=C1NC2(CCCCC2)OC12CCCCC2	4%[11.4 µM]	.	.	.	-13%
43	CCCC(=O)NC(=S)Nc1ccccc1C(F)(F)F	-7%	0.0	1	28	-6%
44	CCOc1cc2c(cc1OCC)C(c1ccccc1)N(c1ccc(C(=O)O)cc1)C(=O)C2 (stereo not given)	-1%	0.3	-6	.	-7%
45	COC(=O)c1cc2cc(NS(=O)(=O)c3ccc(C)cc3)ccc2s1	4%	-1.5	0	-9	-20%
46	O=C(NCc1ccccc1F)C1CCC(=O)N(Cc2ccc(Cl)cc2)C1 (stereo not given)	1%	0.1	1	13	-29%

#	D2 ag	PI4K2A inh	mIDH1 inhibitor	rTrxR1 inhibitor
37	-0.7	1	-4%	12%
38	.	-7	-6%[38.3 µM]	26%&-5%
39	0.1	-2	26%	-4%[57.1 µM]
40	-0.8	-3	0%	0%
41	0.3	5	.	27%
42	.	0	4%	4%[11.4 µM]
43	0.5	8	3%	?
44	.	0	3%	15%
45	-2.0	-3	0%	11%
46	-0.2	2	-10%	23%
